EBV LMP1 NFkB – inhibitors of Epstein-Barr LMP1-induced NF-kappaB reporter. LMP1-induced NF-kappaB luciferase reporter cells, luminescence. inhibition, % at 12.5 µM. 350,000 compounds, 0.69% hits. AID 504558; in the data active = inhibition above about 41%;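 also: 0% = neutral control wells and 100% = reference inhibitor control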
SRC3 inh – inhibitors of human steroid receptor coactivator 3 (SRC3); Q9Y6Q9; HEK293 GAL4-SRC3 luciferase reporter, luminescence; inhibition, % at 3.6 µM; 360,000 compounds, 0.17% hits; AID 588352;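 active = inhibition above a per-campaign cutoff, the mean of all compounds plus 3 SD, cut at about 60% in these data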;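 also: 0% = DMSO-treated cells and 100% = gossypol-treated cells at 36 µM; higher means less SRC3-driven luciferase light from the GAL4 reporter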
Target sequence (Q9Y6Q9 whole entry, looked up, the tested form may be a part): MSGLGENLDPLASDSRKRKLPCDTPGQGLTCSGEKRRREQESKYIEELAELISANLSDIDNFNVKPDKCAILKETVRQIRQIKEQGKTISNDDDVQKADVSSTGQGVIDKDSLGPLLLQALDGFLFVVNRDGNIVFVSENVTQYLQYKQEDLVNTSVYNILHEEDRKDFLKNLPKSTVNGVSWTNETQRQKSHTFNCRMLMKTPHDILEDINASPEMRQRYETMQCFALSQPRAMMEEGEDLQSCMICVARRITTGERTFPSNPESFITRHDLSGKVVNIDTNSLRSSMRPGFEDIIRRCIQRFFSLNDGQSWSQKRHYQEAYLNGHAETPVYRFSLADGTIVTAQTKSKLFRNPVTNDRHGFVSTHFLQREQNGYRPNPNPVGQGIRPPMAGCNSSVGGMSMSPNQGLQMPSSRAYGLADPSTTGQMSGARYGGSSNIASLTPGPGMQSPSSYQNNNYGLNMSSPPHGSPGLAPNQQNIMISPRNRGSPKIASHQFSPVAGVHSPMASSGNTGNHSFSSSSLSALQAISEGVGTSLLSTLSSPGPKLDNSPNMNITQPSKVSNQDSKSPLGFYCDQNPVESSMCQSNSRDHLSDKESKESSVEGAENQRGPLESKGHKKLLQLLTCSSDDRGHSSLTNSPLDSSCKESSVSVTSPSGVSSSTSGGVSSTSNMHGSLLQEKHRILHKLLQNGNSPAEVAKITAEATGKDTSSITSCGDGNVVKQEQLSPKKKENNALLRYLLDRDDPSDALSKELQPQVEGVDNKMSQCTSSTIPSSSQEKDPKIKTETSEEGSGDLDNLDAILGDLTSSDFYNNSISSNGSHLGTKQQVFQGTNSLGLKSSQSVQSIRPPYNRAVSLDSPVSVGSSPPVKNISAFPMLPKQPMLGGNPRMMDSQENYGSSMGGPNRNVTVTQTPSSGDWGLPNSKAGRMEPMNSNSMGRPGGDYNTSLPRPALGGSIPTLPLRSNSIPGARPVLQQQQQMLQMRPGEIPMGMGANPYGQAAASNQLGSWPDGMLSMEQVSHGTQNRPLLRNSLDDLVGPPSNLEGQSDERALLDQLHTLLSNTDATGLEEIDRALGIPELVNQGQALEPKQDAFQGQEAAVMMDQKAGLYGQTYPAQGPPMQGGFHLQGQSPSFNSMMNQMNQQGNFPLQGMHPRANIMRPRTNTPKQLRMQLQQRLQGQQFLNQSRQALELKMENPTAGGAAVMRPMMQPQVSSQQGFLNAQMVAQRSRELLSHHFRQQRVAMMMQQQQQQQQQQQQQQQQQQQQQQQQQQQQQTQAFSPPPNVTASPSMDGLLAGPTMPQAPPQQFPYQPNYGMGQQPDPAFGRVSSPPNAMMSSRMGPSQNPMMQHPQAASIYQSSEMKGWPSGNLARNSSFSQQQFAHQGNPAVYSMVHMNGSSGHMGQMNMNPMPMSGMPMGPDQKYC
NR5A2 inv ag – inverse agonists of human LRH-1 (NR5A2) | inhibition, % at 3.6 µM | AID 602396 | O00482 | 360,000 compounds, 0.13% hits | HEK293T StAR-luciferase reporter, LRH-1 transfected, 24 h;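 active = inhibition above the mean inhibition of all tested compounds plus 3 SD, cut at about 73% in these data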;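 also: 0% = DMSO wells and 100% = reporter-only cells lacking LRH-1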
NOD2-RIPK2 inh – blocks binding of human NOD2 to RIPK2; 360,000 compounds, 0.38% hits; inhibition, % at 4.98 µM; CHO BLA complementation NOD2-RIPK2, CCF4 ratio; O43353; in the data active = inhibition above about 21%;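 also: 0% = vehicle only and 100% = reference blocker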
MC4R antagonist – human MC4R antagonism in cAMP assay; inhibition, % at 6.5 µM; 360,000 compounds, 0.48% hits; AID 540295; MC4R-expressing cells, MTII-stimulated cAMP, LANCE TR-FRET;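 active = inhibition above its plate's cutoff, the mean of tested wells on that plate plus 3 SD, cut at about 29% in these data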;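 also: 0% = Melanotan II alone and 100% = Melanotan II plus saturating MCL0020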
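System: U2OS-MC4R stable cell line; Technique: Eu-cAMP/anti-cAMP TR-FRET, emission 671 nm; Repeats: single well per compound; Also added: Melanotan II; Dosing: one concentration, 6.5 µM nominal; Schedule: 30-min compound, 1-h challenge, 1-h detection, room temperature.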
TLR9-MyD88 block – TLR9-MyD88 interaction inhibition; CHO BLA complementation TLR9-MyD88, CCF4 FRET ratio; inhibition, % at 4.98 µM; 340,000 compounds, 0.21% hits;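 active = inhibition above the mean over all tested compounds plus 3 SD, cut at about 21% in these data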;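 also: 0% = DMSO only wells and 100% = clavulanate BLA inhibitor control wells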
NR2F2 inh – inhibitors of human COUP-TFII (NR2F2); 370,000 compounds, 0.7% hits; AID 686940; inhibition, % at 8.6 µM; HEK293T NGFI-A luciferase reporter, luminescence; P24468;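 active = inhibition above a per-plate cutoff, mean inhibition of test wells between control levels plus 3 SD, cut at about 38% in these data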;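 also: cells cotransfected with COUP-TFII expression vector driving the NGFI-A reporter; 0% = median of COUP-TF2 test wells and 100% = reporter-only cells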
ABHD5-PLIN5 inh – ABHD5-PLIN5 protein interaction inhibition; 360,000 compounds, 0.78% hits; inhibition, % at 4 µM; Q00G26+Q8WTS1; AID 602281; Split G. princeps luciferase complementation, luminescence, 4 h;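 active = inhibition above the mean inhibition across every tested compound plus 3 SD, cut at about 22% in these data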;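 also: 0% = DMSO only wells and the 100% control is not disclosed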
NCOA2 inhibitor – inhibits human steroid receptor coactivator 2; Q15596; HEK293 GAL4-SRC2 luciferase reporter, luminescence; inhibition, % at 9 µM; 370,000 compounds, 0.17% hits;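 active = inhibition above the mean inhibition of all tested compounds plus 3 SD, set per campaign, cut at about 52% in these data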;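 also: 0% = DMSO treated cells and 100% = cells given Gossypol at 36 µM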
SRC1 inh – human NCOA1 inhibition; 360,000 compounds, 0.12% hits; inhibition, % at 3.6 µM; Q15788; HEK293 GAL4-SRC1 luciferase reporter, luminescence;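 active = inhibition above the campaign mean plus 3 SD, with each screening campaign given its own cutoff, cut at about 60% in these data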;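 also: 0% = DMSO treated cells and 100% = gossypol at 36 µM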
MC4R barr agon – activates human MC4R beta-arrestin recruitment. U2OS MC4R beta-arrestin complementation, luminescence; percent of melanotan II response, DMSO zero. activation, % at 8.9 µM. 360,000 compounds, 0.98% hits;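 active = activation above a per-plate cutoff, the mean activation of sample wells on that plate plus 3 SD, cut at about 8% in these data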
Numbers without * were called inactive; nt = not tested or not shown. The list is partial. The share of hits here may be higher or lower than overall.

Every second line gives: EBV LMP1 NFkB, SRC3 inh, NR5A2 inv ag, NOD2-RIPK2 inh, MC4R antagonist, TLR9-MyD88 block, NR2F2 inh, ABHD5-PLIN5 inh, NCOA2 inhibitor, SRC1 inh, MC4R barr agon
COC(=O)c1cc(S(=O)(=O)Nc2nn(C)c3cccc(F)c23)oc1C
  -8, 15, -4, 1, 7, 8, 10, 6, 3, -7, 0.1
COc1ccc(CN2CCNC(=O)C2CC(=O)NCc2ccc(C)s2)c(OC)c1 (configuration not stated)
  6, 9, 0, 1, 4, -3, 12, -2, 1, 11, -0.6
O=C(COc1ccc(Cl)cc1)NNC(=O)c1cccnc1
  -2, -1, -6, -6, 0, 1, 10, 5, -9, 19, -2.6
CCC(C(=O)O)n1c2ccccc2c2cn[nH]c(=O)c21 (configuration not stated)
  -17, 6, 30, -11, -1, 1, -7, 4, 10, 2, -1.1
Cc1ccc(CNC(=O)CCNC(=O)c2ccc([N+](=O)[O-])cc2)cc1
  10, 9, -3, 7, 12, -3, -7, 4, -1, -4, -0.4
CCOC(=O)N1CCN(S(=O)(=O)c2cccs2)CC1
  1, 14, 7, -1, 6, -2, 4, 4, 0, -8, -1.8
CC(C)c1ccc(CCNC(=O)c2cccc(S(=O)(=O)N3CCN(C)CC3)c2)cc1
  7, -12, 9, -5, 1, -3, 6, 11, -11, -16, -2.2
CCc1cccc2c(C(=O)CSc3nnc(C4CC4)o3)c[nH]c12
  -5, 19, -8, 5, -9, 9, -4, 0, 19, -17, 0.0
O=C(O)C1CCN(c2nc(-c3ccccc3)nc3c2oc2ccccc23)CC1
  -6, -6, 3, 4, 17, -53, -4, 4, 5, 4, -3.9
Cc1ccc(-c2ccc(C(=O)NCCCNC(=O)c3cnccn3)o2)cc1Cl
  -3, 3, -7, -6, -6, -6, -48, 8, -36, -13, 1.5
CCC1(C(=O)c2ccccc2)C2c3cc(Br)ccc3OC(=O)C21C(=O)N1CCOCC1 (configuration not stated)
  -2, 4, 6, -6, 11, -14, -1, -3, -12, 14, 0.6
COC(=O)CCSCC(=O)N1N=C(c2ccc(Br)cc2)CC1c1cccc(OC)c1OC (configuration not stated)
  4, 2, 15, -3, -2, -9, 12, 19, 24, 3, 4.1
Nn1c(SCc2ccccc2F)nnc1-c1ccncc1
  nt, -6, -23, -8, 8, nt, -12, 4, 0, -10, -0.5
CCOC(=O)c1sc(=S)n(-c2ccc(Cl)cc2)c1SC
  -1, 16, 3, 3, 4, 1, 7, -5, 8, 0, 3.7
O=C(CC12CC3CC(CC(C3)C1)C2)N1CCN(S(=O)(=O)c2cccs2)CC1
  9, 11, 9, 4, 16, 1, 16, -2, 5, 8, 2.9
O=C(CSc1ccc(Cl)cc1)Nc1ccccc1N1CCN(C(=O)c2ccccc2)CC1
  15, 6, 5, 0, 4, 5, -9, -6, -17, -10, -0.7
O=C(COC(=O)c1ccncc1)NC(=O)C1CCCCC1
  5, 3, 10, -3, -4, 5, 7, 3, 3, 10, 0.0
COc1ccc(S(=O)(=O)N2CCOC23CCN(C(=O)c2ccc(Cl)cc2Cl)CC3)cc1
  -2, -10, -9, -5, 4, -7, 9, 9, 9, -1, -3.7
O=C(Nc1nccs1)C1CCN(S(=O)(=O)c2ccc3c(c2)OCCCO3)CC1
  -25, -5, 4, -11, 17, -2, -11, -8, 8, 7, -1.4
COc1ccc(NC(=O)NC2(C(=O)N3CCN(C)CC3)CCCCC2)cc1
  -8, -14, -1, -4, -1, 4, 0, -4, 8, -7, -1.0
Cc1cccc(C(=O)O[C@H]2[C@H](C)NS(=O)(=O)[C@H]3CC4C=C[C@]23O4)c1
  -4, 4, 3, -23, -3, -3, 11, 4, 0, 4, 1.2
O=C1C2CC(O)CN2C(=O)N1c1ccccc1 (configuration not stated)
  4, 14, 8, -5, 2, -18, -28, 0, 8, 3, -3.4
COc1cccc(OC)c1C(=O)Nc1ccncc1
  -4, 10, 3, 8, 6, -9, -12, 3, -10, 7, 1.6
CCOc1ccc2[nH]cc(S(=O)(=O)c3ccc(F)cc3)c(=O)c2c1
  6, -1, -18, -10, 6, 5, -7, -1, 4, -31, -1.4
CCC(=O)c1ccc(OCC(=O)OCC(=O)c2cc(C)n(C)c2C)cc1
  0, 13, 5, -10, 8, 2, -20, 2, -43, 9, -3.3
Cc1ccc(N2C(=N)SCC2=O)cc1Cl
  -13, 0, 15, 5, 4, -2, -3, -2, 11, 10, -2.6
Cc1ccc(Cl)cc1N1CCN(C(=O)C2CCC(=O)N2C(C)C)CC1 (configuration not stated)
  -8, 3, -1, 0, 0, -1, 15, 4, 4, 9, -0.6
Nc1nnc(SCC(=O)c2cccc([N+](=O)[O-])c2)s1
  3, 14, -5, -1, 2, 8, -4, 2, -2, 2, 0.8
Cc1cc2c(=O)cc(-c3ccccc3)oc2c(C(=O)O)c1C
  nt, 22, -1, 6, nt, nt, -7, 14, 4, -9, nt
Cc1ccc(S(=O)(=O)CCC(=O)OCc2ccccc2)cc1
  11, 4, 4, -7, 3, 6, -5, -3, 0, 0, -0.9
CC(C)(C)OC(=O)N[C@@H](/C=C/c1ccccc1)C(=O)OC(C)(C)C
  1, -5, 21, 0, 4, 1, 3, 20, 15, -3, 2.7
COc1ccccc1CNC(=O)COC(=O)C1CCN(S(=O)(=O)c2c(Cl)cccc2Cl)CC1
  6, 19, 4, -7, 2, 0, -12, 5, -9, 1, 0.3
CNc1nnc(CSc2nc3ccccc3s2)s1
  3, -31, -66, -7, -3, 0, -16, -1, -52, -57, -1.6
Cc1ccc2cccc(OCC(=O)Nc3cccc(S(=O)(=O)N4CCCC4)c3)c2n1
  -5, -4, -1, 2, 11, -10, 33, 0, 18, -16, -1.8
Cc1ccc(NC(=O)c2c(O)c3ccccc3n(C)c2=O)nc1
  -22, -27, -15, -12, -4, 14, -11, 2, -24, -39, -0.6
O=C(CSc1ccc(Cl)cc1)OCc1nnc(-c2ccccc2)o1
  -3, -22, -3, 6, 13, 3, 8, -1, 12, -16, -1.1
COc1ccccc1CNC(=O)Cn1cccc1C(=O)c1ccccc1
  -16, -25, -18, -1, 8, 11, -21, -1, 2, -32, -1.6
COCCN(C)C(=O)CC1C(=O)NCCN1CC(c1ccccc1)c1ccccc1 (configuration not stated)
  -11, 9, 6, -4, 7, 10, 7, -1, 0, -27, -3.2
COc1ccc(C(=O)N2CCC(c3ccccc3)CC2)c(OC)c1OC
  -4, -9, 0, -6, 8, 0, -12, -4, 6, -20, -1.7
S=C(Nc1ccccc1Cl)N1CCCCCC1
  -2, -10, 16, -2, 16, 3, -11, -6, -16, -3, -0.5
Cc1ccc(C)c(N(C(=O)CNC(=O)c2ccco2)C(C(=O)NC2CCCC2)c2ccncc2)c1 (configuration not stated)
  0, -4, -19, -3, 5, 1, 11, 5, 4, 3, -2.9
COC(=O)c1ccc(Oc2ccc3nnc(C)n3n2)cc1
  2, 16, 5, -5, 3, 6, -1, 5, 6, 10, -0.1
O=C(c1ccc(NC(=S)Nc2ccc(Cl)c(Cl)c2)cc1)N1CCCC1
  1, 0, -10, 3, -2, 5, -1, -10, 28, 8, -1.3
Cc1cccc(NC(=O)CCNC(=O)c2ccco2)c1C
  1, -10, 8, -11, 12, 1, 2, 3, 1, -2, -1.5
CC1(C(=O)NS(=O)(=O)c2cccc(OC(F)F)c2)CCN1C(=O)Cc1ccccc1 (configuration not stated)
  nt, 1, -1, 6, 12, nt, -9, -1, -2, -11, 1.7
CCOc1ccc(NC(=O)c2ccc(S(=O)(=O)N3CCOCC3)cc2)cc1
  -3, -50, 20, -14, -3, -2, 9, 4, 8, -13, -0.3
CCOCCn1c(N(C)Cc2ccccc2)nc2c1c(=O)[nH]c(=O)n2C
  -1, 10, 8, 8, -1, -11, -4, 9, -15, -2, -1.4
CC1(c2ccccc2)NC(=O)N(CC(=O)Nc2ccc(N3CCOCC3)cc2)C1=O (configuration not stated)
  -3, 12, 22, -2, -2, -11, -21, 6, -2, 2, 2.9
COC(=O)c1ccccc1C(=O)N1CCCC(CNC(=O)c2ccc(F)cc2)C1 (configuration not stated)
  -5, 1, -14, 1, 3, 3, 6, 1, -17, 10, -1.1
CCOc1ccc(C2C(C(=O)Nc3ccccc3)=C(C)N=c3s/c(=C/c4cccc(OCC(=O)O)c4)c(=O)n32)cc1 (configuration not stated)
  -5, -18, 4, 0, 5, 2, -1, 19, -28, -13, -0.1
COc1cccc(NC(=O)C(=O)NCCCn2ccnc2)c1
  -7, -2, -28, 2, 2, 8, 1, -5, -24, -26, -2.3
COc1ccc(C2CCCN2C(=S)Nc2cccc(Cl)c2C)cc1OC (configuration not stated)
  2, 2, 7, -8, 5, -3, 7, 0, 16, 11, -0.7
